Screening data (PubChem)
HTR5A inv ctr: HTR5A inverse agonists in luminescence cell assay, primary screen, counter-screen for OPRM1-OPRD1 heterodimer inverse agonist project, full-deck HTS; inhibition, % at 9.3 µM; 5-hydroxytryptamine receptor 5A (Homo sapiens), P47898; 340,000 compounds, 0.083% hits; HTR5A cell line, inverse agonism; in the data active = inhibition mostly above about 23%, no sharp cut-off; inactive = mostly below about 18%;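 also: 0% = cells with DMSO and 100% = no-cell wells with DMSO; some compounds called inactive have numbers as strong as hits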
V-ATPase pHluor: regulators of yeast V-ATPase proton pumping, primary screen, pHLuorin cytosolic pH fluorescence. S. cerevisiae. 350,000 compounds, 0.37% hits. AID 504577, 2011. response, % at 10 µM; in the data active = response mostly above about 7.3%, no sharp cut-off; inactive = mostly below about 5.4%; also: actives read high; inactives centre near 0; some compounds called inactive have numbers as strong as hits; reference of the scale not given here
HTR5A ag: HTR5A agonists in luminescence cell assay, primary screen, counter-screen for OPRM1-OPRD1 heterodimer agonist project, full-deck HTS; 5-hydroxytryptamine receptor 5A (Homo sapiens), P47898; activation, % at 9.3 µM; 340,000 compounds, 0.61% hits; cell-based; in the data active = activation mostly above about 9.5%, no sharp cut-off; inactive = mostly below about 7.6%;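 also: 0% = cells with vehicle only and 100% = reference agonist; strong numbers were not always called active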
RTF Ca sens act: cardiac RTF calcium sensitivity activators, primary screen, biochemical, IANBD-TnC fluorescence, EC20 calcium; Troponin I, cardiac muscle (Homo sapiens) + Troponin T, cardiac muscle (Homo sapiens) + …; IANBD-labeled TnC RTF fluorescence at EC20 calcium; 0% EC20 calcium, 100% full calcium; activation, % at 7.2 µM; 340,000 compounds, 0.24% hits;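 active = activation above the mean over all tested compounds plus 3 SD, cut at about 30% in these data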;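 also: rise in fluorescence read as greater calcium sensitivity of cardiac thin filaments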
OPRM1-OPRD1 inv: inverse agonists of MOR-DOR heterodimerization, primary screen, cell-based, luminescence; inhibition, % at 9.3 µM; 340,000 compounds, 0.21% hits; AID 504357, 2011; Mu-type opioid receptor (Homo sapiens) + Delta-type opioid receptor (Homo sapiens), …; cell-based MOR-DOR heterodimer luminescence, inverse agonism; in the data active = inhibition above about 22%, passing the limit was not always enough;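 also: 0% = cells with DMSO and 100% = wells without cells with DMSO; values of inactives mirror those of a sister screen read the other way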
Target sequence (P35372 whole entry, looked up): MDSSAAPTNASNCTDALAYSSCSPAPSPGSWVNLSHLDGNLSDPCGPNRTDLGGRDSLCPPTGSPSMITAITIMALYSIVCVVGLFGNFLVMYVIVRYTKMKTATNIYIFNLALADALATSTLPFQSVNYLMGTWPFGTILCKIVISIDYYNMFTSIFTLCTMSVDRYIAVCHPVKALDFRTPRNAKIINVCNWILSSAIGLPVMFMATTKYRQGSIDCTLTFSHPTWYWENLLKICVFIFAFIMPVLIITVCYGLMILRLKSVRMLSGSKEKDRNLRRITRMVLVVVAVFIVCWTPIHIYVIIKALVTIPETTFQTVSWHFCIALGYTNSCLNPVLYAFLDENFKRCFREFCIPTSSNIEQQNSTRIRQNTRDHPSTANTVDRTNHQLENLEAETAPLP
Target sequence (P41143 whole entry, looked up): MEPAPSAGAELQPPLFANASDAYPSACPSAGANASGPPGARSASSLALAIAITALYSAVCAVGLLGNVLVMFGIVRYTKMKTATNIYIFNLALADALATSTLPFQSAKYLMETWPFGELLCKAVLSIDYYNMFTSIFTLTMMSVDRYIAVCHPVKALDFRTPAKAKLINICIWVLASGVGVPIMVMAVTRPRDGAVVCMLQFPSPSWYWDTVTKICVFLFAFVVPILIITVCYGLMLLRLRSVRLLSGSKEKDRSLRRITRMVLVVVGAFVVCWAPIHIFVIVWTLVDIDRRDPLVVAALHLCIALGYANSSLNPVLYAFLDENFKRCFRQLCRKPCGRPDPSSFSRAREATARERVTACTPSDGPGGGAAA
Keap1-Nrf2 PPI: Keap1-Nrf2 protein-protein interaction inhibitors, primary screen, biochemical, fluorescence polarization, single point; Kelch-like ECH-associated protein 1 (Homo sapiens), Q14145; Keap1 Kelch-Nrf2 peptide fluorescence polarization, 1536-well; inhibition, % at 9.4 µM; 340,000 compounds, 0.15% hits; AID 504523, 2011; in the data active = inhibition above about 12%;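 also: human Keap1 Kelch domain with fluorescein labeled Nrf2 9mer peptide probe; 0% = neutral control wells and 100% = peptide positive control; higher means more block of Keap1 binding to Nrf2 peptide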
RTF Ca sens inh: cardiac RTF calcium sensitivity inhibitors, primary screen, biochemical, IANBD-TnC fluorescence, EC70 calcium | IANBD-labeled cardiac RTF, Ca2+ fluorescence | inhibition, % at 7.15 µM | 340,000 compounds, 0.12% hits | Troponin I, cardiac muscle (Homo sapiens) + Troponin T, cardiac muscle (Homo sapiens) + …;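 active = inhibition above the mean inhibition of all tested compounds plus 3 SD, cut at about 17% in these data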;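 also: assay run at fixed EC70 calcium of 1.6 mM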
LANA DNA inh: inhibitors of KSHV C-LANA binding to DNA, primary screen, biochemical, fluorescence polarization, FAM-LBS DNA, MBP-C-LANA, single point; inhibition, % at 9 µM; AID 504423, 2011; 340,000 compounds, 0.078% hits; Kaposi's sarcoma herpesvirus LANA C-terminal domain (residues 932-1162) DNA binding;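 active = highest replicate inhibition at or above 60% at 9 µM, even if other replicates fall short; inactive = all replicates below 60% inhibition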;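 also: 0% = neutral control wells and 100% = 4 µM acridine orange control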
CAL-PDZ inh HTS: untagged CAL PDZ binding inhibitors, primary screen, biochemical, fluorescence polarization, HTS; purified CAL PDZ, TMR-peptide fluorescence polarization, 1 h; 300,000 compounds, 0.92% hits; AID 602252, 2012; inhibition, % at 24.9 µM; Golgi-associated PDZ and coiled-coil motif-containing protein (Homo sapiens), Q9HD26;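 active = mean inhibition of at least 30% with at least half of replicates also reaching 30%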;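 also: 0% = DMSO neutral control and 100% = excess unlabeled competitor peptide PRC23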
MOR-DOR ag: agonists of OPRM1-OPRD1 heterodimerization, primary screen, cell-based, luminescence | cells | Mu-type opioid receptor (Homo sapiens) + Delta-type opioid receptor (Homo sapiens), … | 340,000 compounds, 0.3% hits | activation, % at 9.3 µM; in the data active = activation above about 18%;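 also: 0% = vehicle-treated cells and 100% = reference agonist; values of inactives mirror those of a sister screen read the other way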
* = called active by the depositor; nt = not tested or not shown.

SMILES	HTR5A inv ctr	V-ATPase pHluor	HTR5A ag	RTF Ca sens act	OPRM1-OPRD1 inv	Keap1-Nrf2 PPI	RTF Ca sens inh	LANA DNA inh	CAL-PDZ inh HTS	MOR-DOR ag
Cc1noc(C)c1S(=O)(=O)Nc1ccc2c(c1)C(=O)N([C@H](C)CO)C[C@@H](C)[C@@H](CN(C)Cc1ccc3c(c1)OCO3)O2	4	-1	-1	1	7	2	2	-0.7	1	-1.5
CN=c1scc(-c2cc(OC)ccc2OC)n1/N=C/c1c(C)[nH]c2ccccc12	9	-5	-2	8	-10	1	-3	-0.6	-5	2.0
Cc1cc(Cl)ccc1OCCCC(=O)Nc1ccc(S(=O)(=O)Nc2ncccn2)cc1	-1	5	-8	3	-7	1	-8	-0.2	nt	1.1
O=C1[C@H]2CCC=C[C@H]2[C@H](c2cccc(Br)c2)N1Cc1ccccc1	9	-1	-2	-5	-15	-2	-6	1.1	-3	3.0
COc1ccc2c(-c3ccccc3)cc(=O)[nH]c2c1	-7	5	0	3	5	-5	0	2.2	-1	-0.9
O=C(Cc1ccc([N+](=O)[O-])cc1)Nc1cccc(C(=O)N2CCOCC2)c1	-23	-5	8	1	16	0	3	0.0	-5	-2.7
Cc1ccc(C(=O)NCCc2nnc3ccc(SCC(=O)N4CCCC4)nn23)cc1	-4	0	3	-7	12	1	-2	-1.5	-3	-2.4
O=C(O)C1=C[C@H](c2ccc(Br)cc2)C[C@H](OCCCCO)O1	4	-5	-1	0	11	1	-7	3.0	-1	-1.9
C=C(C)c1cccc(C(C)(C)NC(=O)N2CCN(CC(N)=O)CC2)c1	14	2	-5	-1	-2	-3	-7	-0.5	4	0.5
O=C(N/N=C1\C/C(=N\NC(=O)c2ccncc2)c2ccccc21)c1ccncc1	-7	3	-1	-1	-11	-2	0	-1.4	nt	2.1
COCCN1C(=O)N[C@@H](c2cccc(F)c2)C(C(C)=O)=C1C	-13	-4	1	15	14	-1	-7	1.7	2	-2.5
COc1ccc(S(=O)(=O)N2CCC(C(=O)NCCc3ccccc3)CC2)cc1	-13	2	3	-1	12	-5	-4	-1.6	0	-2.6
O=C(CC1NCCc2ccccc21)Nc1ccc(Oc2ccccc2)cc1 (stereo unspecified)	-11	0	4	-1	-23	4	-5	0.8	2	4.5
Cc1cc(=O)oc2cc(NC(=O)c3ccccc3Cl)ccc12	8	0	-3	0	10	-2	1	-0.1	-6	-1.8
COCC(=O)N1CCCC(C(=O)c2ccc(Oc3ccccc3)cc2)C1 (stereo unspecified)	11	-2	-4	3	1	-4	-8	0.6	-7	-0.1
COc1ccc(NC(=O)CN(C)C(=O)C2CC(=O)N(c3cccc4ccccc34)C2)cc1 (stereo unspecified)	-40	0	16*	0	-3	-5	-6	2.1	-4	0.7
C[C@H]1CC[C@@]2(O[C@H](CCO)C[C@H](O)[C@H]2O)O1	-11	-11	-1	7	12	2	0	0.6	0	-2.2
CCOC(=O)Cc1nnc(NC(=O)c2ccccc2OCC)s1	6	-2	-3	2	22	-1	2	0.0	0	-3.9
COc1ccc(C)cc1S(=O)(=O)NC(C)C(=O)NC1CC1 (stereo unspecified)	3	0	-1	-4	22	-1	12	0.7	0	-4.2
CCOC(=O)N/N=C\c1cccc(OC)c1OC/C=C/c1ccccc1	-6	0	0	-5	1	0	-2	-2.2	-1	-0.2
COC(=O)CN1C(=O)COc2ccc(S(=O)(=O)N3CCCCCC3)cc21	-10	-1	2	-2	9	-5	-3	-0.4	-2	-1.8
CC(=O)c1ccc(NC(=O)Nc2ccc3c(c2)N(C)C(=O)CS3)cc1	12	2	2	0	-293	-2	14	0.2	-1	50*
Cc1ccc(CN2CC(C(=O)Nc3ccc(S(=O)(=O)Nc4cc(C)nc(C)n4)cc3)CC2=O)cc1 (stereo unspecified)	-8	-2	-2	3	18	-1	-16	-1.6	-3	-3.2
COc1cc(CC(NC(C)=O)C(=O)NC2CCN(C(=O)Nc3ccccc3Cl)CC2)cc(OC)c1 (stereo unspecified)	-9	11	1	0	18	0	0	0.6	-8	-3.6
CC(=O)c1c(C)nc(C)nc1NC(=O)Cc1ccccc1	-9	-1	-1	0	13	0	1	-0.9	1	-2.4
The listing continues:
SMILES	HTR5A inv ctr	V-ATPase pHluor	HTR5A ag	RTF Ca sens act	OPRM1-OPRD1 inv	Keap1-Nrf2 PPI	RTF Ca sens inh	LANA DNA inh	CAL-PDZ inh HTS	MOR-DOR ag
NC1(C(=O)O)CSSC1	11	-2	-3	0	10	5	-19	5.8	-1	-2.3
COc1ccccc1NC(=O)c1ccccc1Oc1ccccc1	6	-2	-1	-3	-9	-5	2	-0.9	nt	1.7
C[C@@H]1COC(=O)[C@@H](NC(=O)OCC2c3ccccc3-c3ccccc32)C/C=C\C[C@@H](CC(=O)N(CCO)Cc2ccccc2)C(=O)N1	-12	7	7	1	-21	-5	6	-0.1	-1	3.6
Cc1ccc(C2CC(=O)N(c3ccc(F)cc3)C3=C2C(=O)CCC3)cc1 (stereo unspecified)	-1	0	-2	5	14	-7	-8	0.5	-2	-2.7
COc1ccc(CCN2CC(C(=O)Nc3cc(F)ccc3F)CC2=O)cc1OC (stereo unspecified)	0	0	2	9	10	-2	-1	0.5	-6	-1.6
Cc1ccc(N(C(C)C(=O)Nc2ccc(S(=O)(=O)N3CCOCC3)cc2)S(C)(=O)=O)cc1C (stereo unspecified)	24	-2	1	3	14	-3	-1	1.1	-2	-3.2
O=C(N/N=C/c1ccc([N+](=O)[O-])o1)c1cc2ccccc2o1	4	-1	-1	1	-31	-2	-14	0.8	-7	5.8
CC1CCN(CCCNC(=O)C2CCN(S(=O)(=O)N3CCC4(CC3)OCCO4)CC2)CC1	15	0	2	-2	10	-2	-3	0.3	-4	-1.9
CCOc1ccc2[nH]c(=O)c(CN(Cc3ccco3)C(=O)c3cccc(F)c3)cc2c1	-40	-1	2	0	5	-1	9	-0.2	-3	-0.8
CS(=O)(=O)Nc1cccc(C2=NN(C(=O)CCCC(=O)O)C(c3cccs3)C2)c1 (stereo unspecified)	8	0	-2	1	14	1	-6	1.2	13	-3.1
CCCc1nnc(NS(=O)(=O)c2ccc(C)cc2)o1	-3	-1	1	4	5	2	3	3.4	0	-1.0
Cc1ccsc1C=C1C(=O)c2ccccc2C1=O	7	1	-3	0	-4	-5	3	-0.9	-6	0.7
COc1cccc(C(=O)OC(C)C(=O)Nc2ccc3c(c2)OCO3)c1 (stereo unspecified)	-13	-2	5	-4	6	-1	-4	-1.0	0	-1.6
CCC(CC)c1nnc(NC(=O)c2cccc(S(=O)(=O)N3CCc4ccccc43)c2)s1	-8	-4	9	4	-26	-3	-5	-0.8	0	4.5
O=C1NC2C(NC(=O)N2C2CCCCC2)N1C1CCCCC1 (stereo unspecified)	3	-2	-4	0	8	0	-5	-1.4	-6	-1.4
Cc1ccc(NC(=O)c2sccc2C)cc1S(=O)(=O)N(C)C	10	-1	1	4	5	0	0	-0.7	1	-1.0
COC(=O)CCCC(=O)N1CCC(CCC(=O)NCc2ccc(F)cc2)CC1	3	0	3	12	8	-3	-10	1.4	0	-1.6
CC(C)(C)OC(=O)N[C@H](Cc1ccccc1)C(=O)N1CCC[C@@H]1C(=O)O	-5	1	1	0	-1	-2	-13	1.1	8	0.2
COc1ccc(/C=C/C(=O)OCC(=O)NC(C)CCc2ccccc2)cc1 (stereo unspecified)	9	-2	-2	0	3	-3	0	-1.6	-1	-0.6
CC(C)OC(=O)CN1C(=O)C(C)(C)Oc2ccc(C(=O)NC3CC3)cc21	8	13	-4	0	9	-6	-3	0.5	-3	-1.8
C=CC[C@@H](CC(=O)N[C@H](CO)Cc1ccccc1)C(=O)N[C@H](COC(=O)[C@H](CC=C)CC(=O)OC(C)(C)C)Cc1c[nH]c2ccccc12	-5	5	2	-7	1	-2	15	1.9	1	-0.2
CCCn1c(SCC(=O)c2ccc3c(c2)NC(=O)CO3)nc2ccccc21	-17	-5	2	-2	-34	-6	9	0.5	2	4.7
CC(C)(C)n1nnnc1CN1CCN(C2CCCC2)CC1	-8	-1	3	-2	3	1	-4	-0.9	6	-0.6
CC1CCCN(CCCOc2ccc(Cl)cc2Br)C1 (stereo unspecified)	10	-5	5	5	1	-3	6	3.1	3	-0.1
Nc1nc2n(n1)C(c1ccco1)CC(c1ccc(Cl)cc1)N2 (stereo unspecified)	-7	0	3	-1	8	-3	-3	1.8	0	-1.5
Next results
SMILES	HTR5A inv ctr	V-ATPase pHluor	HTR5A ag	RTF Ca sens act	OPRM1-OPRD1 inv	Keap1-Nrf2 PPI	RTF Ca sens inh	LANA DNA inh	CAL-PDZ inh HTS	MOR-DOR ag
O=C(NC1CCCCC1)Oc1ccccc1	-10	1	-2	15	-2	-5	0	0.5	3	0.4
COCCCn1c(SCC(=O)OC2CCCCC2)nnc1-c1cccs1	24	nt	1	4	1	-2	1	1.9	nt	-0.2
Cc1nn2c(C(F)(F)F)c3c(nc2c1-c1ccccc1)CCC3	7	0	-3	-2	-25	1	-7	-0.6	-2	4.8
CCOC(=O)N1CCN(C(=O)CSc2ccc3nnc(-c4ccccn4)n3n2)CC1	-12	-3	5	2	-1	0	-4	-0.9	-4	0.3
Cc1ccc(S(=O)(=O)Nn2cnnc2)cc1	-14	-1	4	-1	13	-3	3	0.7	-3	-2.4
CCC(C)(C)NC(=O)C(OC(=O)c1ccco1)c1ccc(OC)cc1 (stereo unspecified)	2	-1	0	-4	22	2	-9	1.0	0	-4.8
Nc1ncnc(N2CCc3ccccc32)c1[N+](=O)[O-]	5	4	-5	2	11	-2	2	-0.4	-4	-2.4
O=C(NCN1C(=O)C2C3C=CC(C3)C2C1=O)Nc1cccnc1 (stereo unspecified)	-14	-1	-12	-1	3	-8	-7	-0.1	3	-0.5
COc1c2occc2c(OC)c2c(=O)cc(C(F)(F)C(F)(F)F)oc12	-18	-3	8	1	-17	3	-23	0.4	-3	2.9
O=[N+]([O-])c1cc(C(F)(F)F)ccc1N1CCN(S(=O)(=O)c2ccc3c(c2)CCCC3)CC1	-3	1	0	-13	6	2	-12	-0.1	5	-1.1
COc1ccc(C(=O)Nc2ccccc2C(=O)NCc2cccnc2)cc1	6	-2	-1	-2	1	1	2	0.5	-4	-0.2

Not a hit list; overall some 2.8% were active at least once.
